Screens from PubChem BioAssay.
A-T KAP1 phos = qHTS Assay for Identifying a Potential Treatment of Ataxia-Telangiectasia | […] A-T fibroblasts, KAP-1 phosphorylation AlphaLISA; neocarzinostatin DNA damage 30 min before lysis | Potency, µM (titrated, usually from 57.5 µM), for inactives: at the highest dose activation, actives largely listed as activators | 0.19% of 320,000 active; also: potency is read from the fitted curve at half-maximal effect; % of control where 0% means no effect; nearly all actives have a fitted effect of over 45% in size
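ATM-like activity read as KAP-1 phosphorylation via AlphaLISA donor/acceptor antibody pairs after lysis and 6 hr at 25C. Cells were ATM-null patient fibroblasts ([…], hTERT), dosed 60 min, then exposed to the DSB inducer NCS for 30 min.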
ASM inhibitor = Inhibitors of Secretory Acid Sphingomyelinase (S-ASM): qHTS; Sphingomyelin phosphodiesterase (Homo sapiens), P17405; placental ASM, HMU-PC fluorogenic substrate, 60 min; Potency, µM (titrated, usually from 57.5 µM), for the others: at the highest dose activity change, negative = inhibition, actives largely listed as inhibitors; 0.006% of 340,000 active; AID 504937, 2011; also: potency is read from the fitted curve at half-maximal effect
Target sequence (P17405 47-631 limits assumed): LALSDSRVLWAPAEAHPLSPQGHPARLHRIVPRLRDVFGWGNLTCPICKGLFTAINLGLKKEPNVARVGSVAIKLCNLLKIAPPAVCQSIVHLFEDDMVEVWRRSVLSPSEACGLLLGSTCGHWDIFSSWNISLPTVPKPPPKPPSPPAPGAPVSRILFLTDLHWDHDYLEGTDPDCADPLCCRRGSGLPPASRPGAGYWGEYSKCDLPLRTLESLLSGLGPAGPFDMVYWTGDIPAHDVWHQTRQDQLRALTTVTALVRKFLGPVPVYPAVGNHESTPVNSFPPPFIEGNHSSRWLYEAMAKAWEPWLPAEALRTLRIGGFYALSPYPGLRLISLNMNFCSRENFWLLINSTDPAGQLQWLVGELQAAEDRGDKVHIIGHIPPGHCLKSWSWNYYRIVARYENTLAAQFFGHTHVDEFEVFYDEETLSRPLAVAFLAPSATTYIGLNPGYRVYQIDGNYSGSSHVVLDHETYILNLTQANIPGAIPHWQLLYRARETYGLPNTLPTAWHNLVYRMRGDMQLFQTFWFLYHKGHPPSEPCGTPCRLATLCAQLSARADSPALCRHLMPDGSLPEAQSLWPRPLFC
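qHTS format. ASM enzyme prepared from human placenta hydrolyses the fluorogenic substrate HMU-PC0 (9 uM final) over 60 min at 37 °C after a 10 min compound preincubation.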
Menin MLL FP TR = qHTS Assay for Inhibitors Targeting the Menin-MLL Interaction in MLL Related Leukemias: Competition With Texas Red Labeled MLL-derived Mutant Peptide | O00255 | Menin + Texas Red MLL mutant peptide, fluorescence polarization | Potency, µM (top dose mostly 61.6 µM), for the others: at the top dose FP activity change, negative = inhibition, hits mostly inhibitors | 0.23% of 270,000 active | AID 1768, 2009; active = well fitted inhibition curve with a large enough effect in the polarisation, with a control signal flat, not every such curve was filed as active; inconclusive = small, poorly fitted or top-dose-only effect, or effect the other way, or a change in a side signal; inactive = no such curve, though single readings can be large or run the other way; the % refers to the polarisation; also: potency is read from the fitted curve at half-maximal effect; % of control where 0% means no effect; many of its hits are not listed in these tables
TSHR antagonist = Antagonists of the Thyroid Stimulating Hormone Receptor: HTS campaign; activity change, negative = inhibition, % at 11.5 µM; TSHR-expressing cells, TSH-stimulated cAMP HTRF, 2 h; hits give low values; Thyrotropin receptor (Homo sapiens), P16473; 0.2% of 330,000 active;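 active = activity change below a set negative limit, meaning inhibition stronger than a set level, cut at about -70% in these data; inconclusive = activity change between two set negative limits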; also: % is scaled to controls: 0 for no effect and ±100 for the full control effect
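TSHR-expressing cells, 200/well, pre-treated with compound, then stimulated with EC80 TSH (4nM final) for 2 hours at 37 deg C. cAMP measured by competitive HTRF: anti-cAMP cryptate antibody in lysis buffer plus cAMP-d2, read after 30 minutes at room temperature.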
Mito fusion yeast = qHTS Assay for Small Molecule Inhibitors of Mitochondrial Division or Activators of Mitochondrial Fusion | S. cerevisiae fusion-defective mutant growth rescue, CellTiterGlo 48 h | Potency, µM (top dose mostly 46.1 µM), without a hit: at the top dose growth rescue (activation), actives largely listed as activators | 0.23% of 320,000 active | AID 485298, 2010;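 also: potency is read from the fitted curve at half-maximal effect; % of control where 0% means no effect; nearly all actives have a fitted effect of over 45% in size; temperature-sensitive fusion mutants such as fzo1-1 at 37 °C on non-fermentable ethanol glycerol medium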
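S. cerevisiae fusion-defective temperature-sensitive mutants (e.g. fzo1-1, mgm1-5) grown 48 h at 37C in YPEG (ethanol/glycerol non-fermentable) medium with 23 nl compound per well; growth rescue read as CellTiterGlo luminescence.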
PTAP TSG101 blk = qHTS Assay for Iinhibitors of HIV-1 Budding by Blocking the Interaction of PTAP/TSG101 | Tumor susceptibility gene 101 protein (Homo sapiens), Q99816 | Fluorescence polarization, FITC-PTAP peptide / Tsg101 binding | Potency, µM (titrated, usually from 115 µM), inactives show at the highest dose activity change, negative = inhibition, hits mostly inhibitors | 340,000 tested, under 10 active; active = well fitted inhibition curve with a large enough effect in the main read-out, with a control signal flat, not every such curve was filed as active; inconclusive = small, poorly fitted or top-dose-only effect, or effect the other way, or a change in a side signal; inactive = no such curve, though single readings can be large or run the other way; also: potency is read from the fitted curve at half-maximal effect; % of control where 0% means no effect
Target sequence (Q99816 whole entry, looked up): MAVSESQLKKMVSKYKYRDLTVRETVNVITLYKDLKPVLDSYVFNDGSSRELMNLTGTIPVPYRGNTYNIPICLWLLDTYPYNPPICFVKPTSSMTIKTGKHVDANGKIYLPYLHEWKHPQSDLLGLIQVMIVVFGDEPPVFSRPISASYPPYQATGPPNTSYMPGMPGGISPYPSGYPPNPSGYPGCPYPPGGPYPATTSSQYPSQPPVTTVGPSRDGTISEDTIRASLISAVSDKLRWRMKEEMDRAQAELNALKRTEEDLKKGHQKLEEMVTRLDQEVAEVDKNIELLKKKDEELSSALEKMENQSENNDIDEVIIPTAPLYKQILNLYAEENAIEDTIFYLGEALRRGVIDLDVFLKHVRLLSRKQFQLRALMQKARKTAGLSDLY
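FP read-out: FITC-PTAP peptide, 50 nM final, binding Tsg101 binding domain, 10 uM final; 20 min, r.t.; 10 mM HEPES pH 7.5, 0.15 M NaCl, 0.01% Tween 20, 3 mM EDTA, 0.1 mM TCEP.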
MBNL1-CUG inh = qHTS Assay for Inhibitors of MBNL1-poly(CUG) RNA binding; Muscleblind-like protein 1 (Homo sapiens), Q9NR56; TR-FRET MBNL1-His/biotin-(CUG)12 binding, 665/545 ratio; Potency, µM (highest dose often 57.5 µM), without a hit: at the top dose activity change, negative = inhibition, usual class: inhibitors; 0.036% of 280,000 active; active = well fitted inhibition curve with a large enough effect in the signal ratio, with a control signal flat, not every such curve was filed as active; inconclusive = small, poorly fitted or top-dose-only effect, or effect the other way, or a change in a side signal; inactive = no such curve, though single readings can be large or run the other way; the % refers to the signal ratio; also: potency is read from the fitted curve at half-maximal effect; % is scaled to controls: 0 for no effect and ±100 for the full control effect
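Compounds (final 92 nM to 58 uM) are added to His-tagged MBNL1 and biotin-(CUG)12, then terbium anti-His antibody and streptavidin-XL665 (5 nM final). After 60 min at room temperature, the 665/545 nm ratio is read.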
a7 integrin act = qHTS for Activators of Integrin-Mediated Alleviation for Muscular Dystrophy; alpha7betagal myoblasts, beta-gal FDG fluorescence, 48 h; Potency, µM (top dose mostly 38.3 µM), for inactives: at the top dose activation, hits mostly activators; 0.064% of 350,000 active;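 also: potency is read from the fitted curve at half-maximal effect; 100% = response of the positive control SU9516; nearly all actives have a fitted effect of over 60% in size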
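Alpha7betagal+/- myoblasts (passage 13) were plated 16-24 hr, then exposed to compounds (1:260 dilution of DMSO stock) for 48 hours at 37C. After MPER lysis, β-galactosidase reporter activity was read as FDG fluorescence (ex 480/em 540) after 30 minutes.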
TCR activator = Activators of T cell receptors: qHTS campaign; primary human leukocytes, anti-CD3, IL-2 HTRF, 48 h; 330,000 tested, under 10 active; Potency, µM (doses to about 9.22 µM), inactives show top-dose activation of IL-2 secretion, most hits filed as activators; also: % of control where 0% means no effect
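1) Mix primary human leukocytes, a-CD3 beads and compound. 2) Incubate 48 hr. 3) Add HTRF IL-2 reagents (a-IL-2-K, a-IL-2-d2).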
CXXC DNA block = qHTS Fluorescence Polarization Assay for Inhibitors of MLL CXXC domain - DNA interaction; MLL-CXXC / FITC-HOXA9 DNA fluorescence polarization; Potency, µM (top dose mostly 115 µM), inactives show at the highest dose activity change, negative = inhibition, most hits filed as inhibitors; 0.037% of 290,000 active; AID 2662, 2010; active = well fitted inhibition curve with a large enough effect in the polarisation, with a control signal flat, not every such curve was filed as active; inconclusive = small, poorly fitted or top-dose-only effect, or effect the other way, or a change in a side signal; inactive = no such curve, though single readings can be large or run the other way; the % refers to the polarisation; also: potency is read from the fitted curve at half-maximal effect
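Steps: dispense CXXC domain solution (7 uM) → pin compounds or unlabeled HOX-A9 DNA control → 5 min ambient → add FLSN-HOX-A9 solution (50 nM) → spin → 30 min ambient → fluorescence polarization. Tris pH 7.5/NaCl/DTT/BSA buffer.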
Numbers without * were called inactive; u = inconclusive; x = no result given; [ ] = another dose, or the depositor's remark. Unless noted, calls follow the shape of the dose curve; as a rule, active = well fitted curve in the direction sought with a large enough effect; inconclusive = small, poorly fitted or top-dose-only effect, or another doubt; inactive = no such curve, though single readings can be large; an effect the other way counts as inactive or inconclusive. A portion of the library; rates above refer to the full screens.

Fields – A-T KAP1 phos	ASM inhibitor	Menin MLL FP TR	TSHR antagonist	Mito fusion yeast	PTAP TSG101 blk	MBNL1-CUG inh	a7 integrin act	TCR activator	CXXC DNA block
[1] COc1ccccc1CNC(=O)C1CCC(CNc2c(N3CCC(C)CC3)c(=O)c2=O)CC1 (stereo not drawn)
 : 0%	2%	x	-2	2%	-3%	8%	0%	7%	7%
[2] CCOC(=O)NC(=O)COC(=O)CNC(=O)c1ccc(OCC)c(OCC)c1
 : 0%	4%	-3%	10	1%	0%	-1%	0%	-3%	18%
[3] Cc1ccc(N(CC(=O)N2CCCC2)S(C)(=O)=O)c(C)c1
 : 4%	-2%	2%	-3	-1%	0%	-3%	4%	2%	-4%
[4] C=CCN1C(=O)S/C(=C/c2ccsc2)C1=O
 : 2%	-3%	-1%	5	3%	0%	u	-25%	-12%[46.1 µM]	-8%
[5] CCCc1cc(=O)[nH]c(SCC(=O)c2cc(C)n(C3CC3)c2C)n1
 : 1%	-4%	u	-7	3%	-1%	1%	-23%	2%	-1%
[6] COc1cccc(NS(=O)(=O)c2ccc3c(c2)n(C)c(=O)c(=O)n3C)c1
 : -2%	-2%	-1%	5	-2%	-5%	-2%	4%	-3%	1%
[7] CCOc1ccc(N(CC(=O)Nc2ccc(OC)cc2)C2=NC3CS(=O)(=O)CC3S2)cc1 (stereo not drawn)
 : 7%	6%	5%	5	-2%	-1%	-12%	-25%	11%	x
[8] O=C(O)CCSSCCC(=O)O
 : -5%	2%	x	-12	-6%	0%	x	x	9%	x
[9] OCCC1CN(Cc2cccn2-c2ccccn2)CCN1C1CCCCC1 (stereo not drawn)
 : 1%	2%	-10%	4	2%	-1%	-5%	4%	-6%	3%
[10] N/C(Cn1cncn1)=N\NC(=O)C(=O)Nc1ccccc1
 : -3%	-2%	-2%	10	0%	-6%	-2%	-13%	-3%	12%
[11] O=C(O)c1ccc(CSc2nnc(Cc3ccccc3)o2)cc1
 : -1%	4%	-3%	-9	8%	0%	-4%	7%	-10%	-3%
[12] O=C(Cn1cc(COc2ccccc2[N+](=O)[O-])nn1)c1ccc(O)cc1
 : x	-3%	x	x	x	-4%	x	-2%	4%	x
[13] O=C(O)c1cncc(SCc2ccccc2)n1
 : x	0%	x	x	x	-6%	x	0%	-1%	x
[14] CN(C)/C=N/C(=S)Nc1ccc(Br)cc1F
 : -2%	1%	5%	17	-2%	-6%	-2%	-2%	-1%	27%
[15] Cn1ncc(Br)c1C(=O)N1CCCCCC1
 : 4%	2%	x	7	3%	-1%	-5%	-20%	x	10%

Brought forward from above: three compounds, followed by the next part.
Fields – A-T KAP1 phos	ASM inhibitor	Menin MLL FP TR	TSHR antagonist	Mito fusion yeast	PTAP TSG101 blk	MBNL1-CUG inh	a7 integrin act	TCR activator	CXXC DNA block
[13] O=C(O)c1cncc(SCc2ccccc2)n1
 : x	0%	x	x	x	-6%	x	0%	-1%	x
[14] CN(C)/C=N/C(=S)Nc1ccc(Br)cc1F
 : -2%	1%	5%	17	-2%	-6%	-2%	-2%	-1%	27%
[15] Cn1ncc(Br)c1C(=O)N1CCCCCC1
 : 4%	2%	x	7	3%	-1%	-5%	-20%	x	10%
[16] CCCNC(=O)c1ccccc1NC(=O)c1ccc2c(c1)NC(=O)C(C)S2 (stereo not drawn)
 : -12%	-7%	x	-2	8%	-11%	-5%	-5%	-5%	2%
[17] CCOC(=O)C1CCN(c2ncnc3c2oc2ccc(Br)cc23)CC1
 : 2%	-2%	10%	-28	8%	-2%	-4%	21%	1%	9%
[18] CCCN1CCN(C(=O)Cn2c(=O)oc3cc(S(=O)(=O)NCc4ccccc4)ccc32)CC1
 : 10%	-1%	-11%	5	-3%	0%	-1%	4%	2%[46.1 µM]	-2%
[19] O=C(NCCC1CCCCN1S(=O)(=O)c1ccc(F)cc1)C(=O)NC1CCCC1 (stereo not drawn)
 : 1%	-1%	x	-7	9%	-2%	x	16%	-6%	x
[20] Cc1sc(NC(=O)CN(Cc2ccccc2)C(=O)C2CC2)c(C(N)=O)c1C
 : -1%	0%	5%	-17	0%	1%	-2%	5%	10%	-5%
[21] Cc1cc(C(=O)COC(=O)Cc2n[nH]c(=O)c3ccccc23)c(C)n1-c1ccc2c(c1)OCO2
 : 9%	-3%	-4%	-27	16%	0%	25%	-30%[inhibitor]	1%[46.1 µM]	18%
[22] COC(CNC(=O)c1ccc(CS(=O)(=O)c2ccc(C)cc2)o1)OC
 : -14%	4%	-8%	-2	-1%	-2%	-1%	1%	2%	-4%
[23] O=Cc1ccc(C(=O)OCC(=O)NCc2ccco2)cc1
 : 16%	6%	x	1	x	-1%	x	-7%	-2%	x
[24] O=C(Nc1nc(-c2ccccc2)cs1)C1CCCN(S(=O)(=O)c2ccccc2)C1 (stereo not drawn)
 : 4%	-4%	u	-75*	4%	-4%	6%	-43%	x	8%
[25] CCOc1cc(NC(=O)C(C)C)c(OCC)cc1NC(=O)Nc1ccccc1
 : -5%	9%	15%	-3	1%	1%	-1%	10%	-2%	6%
[26] CC(=O)Nc1cccc(NC(=O)C2CCCN2C(=O)Nc2cccc(F)c2)c1 (stereo not drawn)
 : 9%	-4%	-2%	6	1%	0%	-8%	10%	-9%	-5%
[27] COc1ccc(S(=O)(=O)N2CCOC2CNC(=O)C(=O)NCCN2CCOCC2)cc1OC (stereo not drawn)
 : 11%	0%	x	-1	1%	-6%	-7%	13%	3%	9%
[28] CSC1=N/C(=C\c2c(F)cccc2Cl)C(=O)S1
 : -6%	1%	-3%	-2	13%	-1%	x	-10%	-5%[46.1 µM]	4%
[29] COc1cccc(C(=O)N(Cc2cc3cc(C)ccc3[nH]c2=O)CC2CCCO2)c1 (stereo not drawn)
 : 6%	1%	u	-23	9%	-1%	-4%	5%	4%	22%
[30] CCOC(=O)C1(Cc2cccc(OC)c2)CCN(Cc2cnc(N)nc2)CC1
 : 1%	0%	-24%	8	3%	-3%	1%	-1%	3%	-3%

Additional records.
Fields – A-T KAP1 phos	ASM inhibitor	Menin MLL FP TR	TSHR antagonist	Mito fusion yeast	PTAP TSG101 blk	MBNL1-CUG inh	a7 integrin act	TCR activator	CXXC DNA block
[31] Cc1c(N=Cc2ccc(O)c(Br)c2)cccc1[N+](=O)[O-]
 : 2%	5%	u	16	-1%	0%	-8%[11.5 µM]	7%	0%[46.1 µM]	-3%
[32] Clc1ccc(-c2noc(CCCOc3ccccc3)n2)cc1
 : 7%	-3%	6%	5	-4%	-3%	-3%	-4%[7.66 µM]	x	5%
[33] COc1ccccc1OCCc1nnc(N)s1
 : 4%	1%	x	6	-1%	-3%	-8%	7%	1%	2%
[34] COc1cccc(/C=C2/SC(=S)N(CC(=O)NNC(=O)c3ccccc3OC)C2=O)c1
 : -5%	-1%	u	-2	16%	-1%	0%	-20%	5%	9%
[35] CCCc1cc(C(=O)NCc2cccs2)no1
 : 7%	3%	-2%[11.7 µM]	1	-1%	-3%	-14%	-8%	7%	1%
[36] Clc1ccc(Cc2noc(CN3CCN(c4ccccc4)CC3)n2)c(Cl)c1
 : 12%	9%	-7%	-27	7%	1%	0%	-4%	x	-7%
[37] O=C(Nc1cnccn1)Nc1ccc(Cl)cc1Cl
 : 2%	-3%	-8%	8	10%	-3%	-5%	12%	-2%	-4%
[38] N#Cc1c(C(F)(F)F)cc(-c2ccccc2)nc1SCCN1CCOCC1
 : -1%	2%	u	-11	1%	-7%	-1%	-49%[inhibitor]	x	-10%
[39] CCN1C(=O)/C(=C/c2cnn(C)c2C)SC1=S
 : 3%	x	x	-4	-2%	x	9%	x	x	-2%
[40] CC(=O)OCC1OC(n2ccc3ccccc32)C(OC(C)=O)C(OC(C)=O)C1OC(C)=O (stereo not drawn)
 : -1%	6%	x	-5	-2%	-5%	2%	4%	2%	2%
